Screens deposited in PubChem by Sanford-Burnham Center for Chemical Genomics.
H9c2 TAG inh: inhibitors of triacylglycerol accumulation. AID 651582. inhibition, % at 12.5 µM. 230,000 compounds, 0.66% hits. H9c2 cells, Nile Red lipid (TAG) fluorescence; cells loaded with 200 µM oleic acid;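 active = pattern-corrected inhibition of lipid staining of at least 50% with the nuclear-stain viability signal not falling by more than 50%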;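 also: 0% = DMSO wells and 100% = triacsin C control wells; some results filed as inactive read as strong as hits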
H9c2 TAG inh DAPI viability: also measured in H9c2 TAG inh; calls as there; DAPI nuclei signal change (viability), lower = more cytotoxic, %;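 whole-well DAPI fluorescence read on a plate reader as a viability signal; minus 50 percent equals half of cells still viable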
Active calls of the source: *; i = inactive.

SMILES	H9c2 TAG inh	H9c2 TAG inh DAPI viability
COc1cc2nc(CN(C)Cc3ccc(C(C)(C)C)cc3)[nH]c(=O)c2cc1OC	-4	15
O=C(Nc1nc2ccccc2n1CCN1CCCC1)C1CCCCC1	24	-15
Fc1ccc(-c2noc(-c3ccc4c(c3)CCO4)n2)cc1	-2	-1
COc1ccc(-c2cc(CNS(=O)(=O)c3ccc(NC(C)=O)cc3)on2)cc1	19	-7
Cc1noc(C)c1NC(=O)Nc1ccc2c(c1)C(=O)N([C@H](C)CO)C[C@H](C)[C@@H](CN(C)C(=O)NC(C)C)O2	3	4
CN(C)/C=C(\C#N)S(=O)(=O)c1ccc(Cl)cc1	-2	3
Cc1cc(C)n(-c2nc(-c3ccccc3)cs2)n1	3	-2
N#Cc1cc(Oc2cccnc2)c(Oc2cccnc2)cc1C#N	-6	-7
Cc1ccccc1C(=O)N1CCC(C(=O)OCc2nc(N)nc(Nc3ccccc3)n2)CC1	-8	-5
O=C(NCCCN1CCOCC1)c1c(O)c2ccccc2[nH]c1=O	8	12
COc1cc(/C=N/NC(=O)CCOc2ccccc2C)cc(Br)c1O	-2	-7
Cc1cc(Cl)cc2sc(NC(=O)C3CC3)nc12	26	2
Cc1cc(NC(=O)CSc2nnc(NCc3ccccc3)s2)no1	14	-7
O=C(Oc1ccc(=O)n(-c2ccccc2)n1)c1cccc(Cl)c1	-4	1
C=CCN(c1ccccc1OC)S(=O)(=O)c1ccc(Cl)c(C(=O)Nc2ccc(N3CCOCC3)cc2)c1	5	-4
NS(=O)(=O)c1ccc(CCNC(=O)c2ccc3ccccc3n2)cc1	7	-3
COc1ccc(N(C)S(=O)(=O)c2cccc(C(=O)Nc3cc(OC)ccc3OC)c2)cc1	-14	-11
C/C(=N\NC(=O)CCc1c(C)n[nH]c1C)c1ccc([N+](=O)[O-])cc1	-10	5
CCCCN1CC(=O)N2[C@H]3c4cc(Cl)ccc4OC[C@@H]3[C@H](C(=O)OCC)[C@]2(C)C1=O	-4	8
CCn1cnc2c1c(=O)n(CC(=O)N1CCc3ccccc31)c(=O)n2Cc1ccccc1	33	-14
CC(=O)Oc1ccc(C(=O)c2ccccc2)c(OC(C)=O)c1	3	3
Cc1ccc(S(=O)(=O)N2CCCOC2CNC(=O)C(=O)NCc2ccccc2C)cc1 (stereo unspecified)	29	-5
Cc1cccc(OCCCCNCc2ccccc2)c1	-10	14
CC[C@]1(c2cccc(C)c2)C(=O)N(C(=O)OC)N1C(=O)OC	2	5
O=C(O)c1cccc(-c2noc(-c3cccc(Cl)c3)n2)c1	12	-1
Cc1ccccc1S(=O)(=O)N(CC(O)CN1C(=O)NC(C)(C)C1=O)c1ccccc1 (stereo unspecified)	-20	11
COc1cc(-c2cnc3c(NC(C)=O)cc(-c4ccc(N5CCN(C)CC5)cc4)cn23)cc(OC)c1OC	14	25
COc1ccccc1NC(=O)COC(=O)c1[nH]c(=O)[nH]c(=O)c1N	-16	2
N=C1/C(=C\c2ccc(-c3cccc(C(=O)O)c3)o2)C(=O)N=C2SC=C(c3ccccc3)N12	-4	-3
CCc1nc2ccc(C(=O)Nc3cccc(NS(C)(=O)=O)c3)cn2c1N(C)Cc1nccn1C	6	26
Cc1cc(C)n(-c2nc3ccccc3c(=O)n2OCc2ccc(F)cc2)n1	4	-10
COc1ccccc1CNC(=O)C1(C)CCN1C(=O)Cc1ccc(-c2ccccc2)cc1 (stereo unspecified)	-19	-1
CN1CCN(S(=O)(=O)c2ccc(Nc3ccc(F)cc3)nc2)CC1	-17	2
N/C(=N\OC(=O)c1ccc([N+](=O)[O-])cc1)c1cccnc1	-6	10
CCC/C(=N\NC(=O)CNC(=O)c1ccc(Cl)cc1)c1ccccc1	8	0
COc1ccc(C2=CC(=O)CC(C)(C)C2)cc1	21	-6
COc1ccccc1Nc1nc(N)nc(CSc2ncccn2)n1	-1	2
Cc1ccc(N/N=C(\C#N)C(N)=S)cc1C	-9	-7
CCOc1ccc(N2C(=O)CC(SC(=NC)Nc3ccc4c(c3)OCO4)C2=O)cc1 (stereo unspecified)	6	2
O=C(CSc1nnc(CNC(=O)c2ccccc2)o1)NCc1ccc(F)cc1	-4	1
CC1(C)N=c2ccc([N+](=O)[O-])c(N)c2=[N+]1[O-]	0	6
CC(=O)Nc1ccc(SCC(=O)c2c(N)n(Cc3ccccc3)c(=O)n(C)c2=O)cc1	1	-1
CN1CCN(C2Cc3ccc(Cl)cc3Sc3ccc(F)cc32)CC1 (stereo unspecified)	9	3
CCCCN(C(=O)c1cccs1)C1CCS(=O)(=O)C1 (stereo unspecified)	7	2
CC1=C(C(=O)N2CCOCC2)CC(CC(=O)NCc2cccc3ccccc23)C(=O)N1Cc1ccc(F)cc1 (stereo unspecified)	11	-4
COc1cc2c(cc1OC)C(c1cccs1)N(C(=O)c1ccncc1)CC2 (stereo unspecified)	-1	-9
CC(=O)Nc1ccc(S(=O)(=O)NCCC(=O)OCC(=O)c2ccc(F)c(F)c2)cc1	-7	6
COC(C[C@@H](O)C[C@H](O)[C@@H](C)OCc1ccccc1)OC	-7	11
O=C1CC(c2ccccc2)Cc2nc(NC3CC3)ncc21 (stereo unspecified)	11	3
COC(=O)C1=C(C)OC(N)=C(C#N)C1c1cc(C)sc1C (stereo unspecified)	6	-14
OCC[C@H]1C[C@H](O)[C@@H](O)[C@@]2(CCCCO2)O1	-5	10
COc1ccc(N2CCN(S(=O)(=O)CCNC(=O)/C=C/c3ccc4c(c3)OCO4)CC2)cc1	17	-4
CC1(C(=O)NS(=O)(=O)C2CC2)CCCN(C(=O)c2cccc(C(F)(F)F)c2)C1 (stereo unspecified)	7	-6
CC1=C(/C=C/C(C)=C/C=C/C(C)=C\C(=O)O)C(C)(C)CCC1	4	2
CCn1c(SCC(=O)Nc2ccc3c(c2)OCO3)nnc1-c1cnccn1	1	-6
Cc1cccc(C)c1NC(=O)NN=C1CCCCC1	6	5
C#CC1(O)CC(C)N(C)C(C)C1 (stereo unspecified)	-11	20
CCCn1nc(C(=O)Nc2nnc(C3CC3)s2)c2ccccc2c1=O	20	-9
[2H]C(CCOS(N)(=O)=O)c1ccc(C(C)(C)C)cc1 (stereo unspecified)	-10	-2
COc1ccc(Cl)cc1NC(=O)CN(C)C(=O)CCSc1ccc(C)cc1	31	7

In another format: 3 of the compounds above.
compound | H9c2 TAG inh | H9c2 TAG inh DAPI viability
COc1cc2c(cc1OC)C(c1cccs1)N(C(=O)c1ccncc1)CC2 (stereo unspecified) | -1 | -9
CC(=O)Nc1ccc(S(=O)(=O)NCCC(=O)OCC(=O)c2ccc(F)c(F)c2)cc1 | -7 | 6
COC(C[C@@H](O)C[C@H](O)[C@@H](C)OCc1ccccc1)OC | -7 | 11

Continued:
SMILES	H9c2 TAG inh	H9c2 TAG inh DAPI viability
CCC(=O)Nc1ccc(-c2nc3ccccc3c(=O)o2)cc1	-10	3
O=C(NCC(=O)N1CCN(C(=O)c2ccccc2)CC1)c1ccccc1	3	3
COc1cccc(C2CC(c3ccc(Cl)cc3)Nc3nc(N)nn32)c1 (stereo unspecified)	7	-3
O=C(COc1ccccc1)N(Cc1nnc(-c2ccccc2Cl)o1)C1CC1	-6	2
COc1ccc(C2N=C(Nc3ccc(C)cc3)Nc3nc(C)cc(=O)n32)cc1 (stereo unspecified)	10	-4
O=[N+]([O-])c1ccc(/C=N/Nc2nc(-c3ccccc3)c3cc(Br)ccc3n2)o1	10	-3
C[C@H](NC(=O)c1ncn2c1C(=O)N[C@@H](C)C2)C(=O)OC(C)(C)C	-10	-7
CCN(c1ccccc1)S(=O)(=O)c1ccc(Cl)c(C(=O)N2CCCC2)c1	-20	-3
CCOC(=O)c1ccccc1NC1c2ccccc2C(=O)N1c1cc(C)ccn1 (stereo unspecified)	5	-3
COc1ccc(C=NN=C2c3ccccc3-c3ccccc32)cc1O	22	-4
CN(CC1CCCO1)S(=O)(=O)c1ccc(C(=O)Nc2ccc([N+](=O)[O-])cc2)cc1 (stereo unspecified)	-15	3
Cc1ccc(OCc2nnc(SC(C)C(=O)O)n2Cc2ccccc2)cc1 (stereo unspecified)	1	-3
CC(OC(=O)C1=COCCO1)C(=O)NC1CCCC(C)C1C (stereo unspecified)	-12	-10
NC(=O)NC(=O)COC(=O)CCCSc1nc2ccccc2s1	10	-12
Cn1nnnc1SCC(=O)NCCc1ccc(Cl)cc1	-11	2
O=C(COC(=O)c1ccc(F)c([N+](=O)[O-])c1)NC(=O)NCc1ccccc1	10	-3
CCCS(=O)(=O)NC(=O)C1(C)CCCN(C(=O)c2cncc(Br)c2)C1 (stereo unspecified)	4	-7
C/C(=N\NC(=S)Nc1ccc(C)cc1)c1cccc(N)c1	-1	0
CCC(=O)N(CCc1ccccc1)Cc1cc2cccc(C)c2[nH]c1=O	4	-9
Cc1cc(=O)n2c3c(c4c(cc13)c(CN(C)C)cc(=O)n4C)OC2	28	-11
O=C1CC(N2CCN(c3ccccc3)CC2)C(=O)N1Cc1ccc(Cl)cc1 (stereo unspecified)	1	-4
Cc1ccc(-n2ccnc(SCC(=O)NC3CCCC3)c2=O)cc1F	8	1
C=C(C)CSC1=C(C#N)C(c2ccsc2)CC(=O)N1 (stereo unspecified)	-9	0
CCc1cccc(CC)c1NC(=S)NCCc1ccc(O)c(O)c1	3	-4
CC1CCN(S(=O)(=O)c2ccc3c(c2)C(Cl)(Cl)C(=O)N3)CC1	-3	-3
Cc1cc(C)c(C(=O)COC(=O)Cn2c(C)csc2=O)cc1C	-19	-6
CN(C)c1nc(Nc2ccc(Cl)cc2)nc(OCC#N)n1	-1	-11
Cc1noc(C)c1NC(=O)Nc1ccc2c(c1)C(=O)N([C@H](C)CO)C[C@H](C)[C@@H](CN(C)S(=O)(=O)c1ccc(F)cc1)O2	13	-4
CC(C)(C)OC(=O)N1CCN(C(=O)c2[nH]cnc2C(=O)Nc2ccc(Cl)cc2)CC1	17	4
O=C(NC(=S)NCCCN1CCOCC1)c1ccc([N+](=O)[O-])cc1	8	4
COc1ccc(NS(=O)(=O)c2cc(NC(=O)c3cccs3)ccc2N2CCOCC2)cc1	8	-4
CCOC(=O)C1(C)CCCN(C(=O)c2ccccc2)C1 (stereo unspecified)	-30	8
O=C1N(Cc2cccc(Cl)c2)C[C@@H]2C[C@@H](c3cccc4ncccc34)N3CCC[C@@]123	4	-5
Cc1ccc(SSc2cc(C)ccc2N)c(N)c1	11	-10
COc1ccccc1N(CN1CCCC1=O)C(=O)c1c(F)cccc1Cl	-4	-8
O=C(Nc1ccccn1)C1CCN(C(=O)c2ccc(Cl)cc2)CC1	-2	5
Cc1ccc2nc(-c3ccc(NC(=S)NC4CC(C)(C)NC(C)(C)C4)cc3)sc2c1	53*	64*
COC(=O)c1cn(NC(=O)c2ccc(OC)c([N+](=O)[O-])c2)c(=O)c2ccccc12	-4	0
O=C(COc1coc(CN2CCCc3ccccc32)cc1=O)Nc1ccc([N+](=O)[O-])cc1	15	-3
NC(=O)CC(NC(=O)Cc1ccc(Br)cc1)c1ccc(NCCc2ccccc2F)c([N+](=O)[O-])c1 (stereo unspecified)	-1	2
O=S(=O)(CCc1nc2ccccc2o1)c1ccc(Cl)cc1	-1	-2
Cc1cccc(NS(=O)(=O)c2ccc3c(c2)NC(=O)CC(=O)N3)c1	-6	-4
COc1ccccc1-c1coc2c(CN3CCN(C)CC3)c(O)ccc2c1=O	-6	22
O=C(NC12CC3CC(CC(C3)C1)C2)C1CC(=O)N(c2ccc(Br)cc2)C1 (stereo unspecified)	-5	4
O=C(Cc1ccc(F)cc1)NCC1CCCO1 (stereo unspecified)	-1	6

Ordered by length of the SMILES (largest number first): some entries from above.
SMILES	H9c2 TAG inh	H9c2 TAG inh DAPI viability
CN(CC1CCCO1)S(=O)(=O)c1ccc(C(=O)Nc2ccc([N+](=O)[O-])cc2)cc1 (stereo unspecified)	-15	3
C[C@H](NC(=O)c1ncn2c1C(=O)N[C@@H](C)C2)C(=O)OC(C)(C)C	-10	-7
O=C(COc1ccccc1)N(Cc1nnc(-c2ccccc2Cl)o1)C1CC1	-6	2
N#Cc1cc(Oc2cccnc2)c(Oc2cccnc2)cc1C#N	-6	-7
CCOC(=O)C1(C)CCCN(C(=O)c2ccccc2)C1 (stereo unspecified)	-30	8

The listing picks up; the 4 compounds before the break are reprinted first.
SMILES	H9c2 TAG inh	H9c2 TAG inh DAPI viability
Cc1cccc(NS(=O)(=O)c2ccc3c(c2)NC(=O)CC(=O)N3)c1	-6	-4
COc1ccccc1-c1coc2c(CN3CCN(C)CC3)c(O)ccc2c1=O	-6	22
O=C(NC12CC3CC(CC(C3)C1)C2)C1CC(=O)N(c2ccc(Br)cc2)C1 (stereo unspecified)	-5	4
O=C(Cc1ccc(F)cc1)NCC1CCCO1 (stereo unspecified)	-1	6
CCSC1=N/C(=C\c2ccc3c(c2)OCO3)C(=O)S1	-2	-14
COc1ccc(NC(=S)NC(=O)c2ccccc2)cn1	-31	3
COc1ccc(Cl)cc1C(=O)NNC(=O)c1[nH]c(C)c(C(C)=O)c1C	10	-4
O=C(c1ccc(F)c(S(=O)(=O)N2CCOCC2)c1)N1CCN(c2ccc(F)cc2)CC1	-11	-3
CN1CCN(c2ccccc2NC(=O)c2c(F)cccc2F)CC1	6	0
O=C(Nc1ccccc1C(=O)NCCN1CCOCC1)c1cccc([N+](=O)[O-])c1	-12	i
Cc1ccc(S(=O)(=O)NC(C)CCc2ccccc2)cc1 (stereo unspecified)	19	6
CC1(c2nnc(Cc3ccccc3)o2)CC(c2ccc(C#N)cc2)=NO1 (stereo unspecified)	0	-3
COc1ccc(Oc2nccc(-c3ccccc3)c2C#N)cc1	-33	-12
COc1cccc(-c2ncc3ccccc3c2COC(=O)c2cccs2)c1	7	2
N#C/C(=C\c1ccc(OCc2ccc(F)cc2)cc1)C(=O)Nc1cccc(C(=O)O)c1	7	6
CCCn1c(SCC(=O)Nc2ccc(C(=O)Nc3ccccc3OC)cc2)n[nH]c1=O	6	-7
CC(C)c1ccc(CCNC(=O)c2cccc(S(=O)(=O)N3CCN(C)CC3)c2)cc1	-2	-4
COc1cc(C(=O)NCCCNc2nc3cc(C)c(C)cc3cc2C#N)cc(OC)c1OC	5	17

The list is partial; count on the stated rates, not on these rows.
